Bioassay records: PubChem BioAssay, National Center for Advancing Translational Sciences (NCATS)
FLuc modulator: qHTS profiling assay for firefly luciferase inhibitor/activator using purifed enzyme and Km concentrations of substrates (counterscreen for miR-21 project). Luciferin 4-monooxygenase (Photinus pyralis), P08659. purified FLuc, Km substrates, luminescence inhibition. Potency, µM (highest dose often 57.5 µM), for inactives: at the top dose activity change, negative = inhibition, usual class: inhibitors. actives 6.9% (n = 360,000). AID 588342, 2011;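 note: potency is the fitted concentration of half-maximal effect; plate controls were vehicle for no effect and reference inhibitor for full effect; nearly all actives have a fitted effect of over 55% in size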
Target sequence (P08659 whole entry, looked up): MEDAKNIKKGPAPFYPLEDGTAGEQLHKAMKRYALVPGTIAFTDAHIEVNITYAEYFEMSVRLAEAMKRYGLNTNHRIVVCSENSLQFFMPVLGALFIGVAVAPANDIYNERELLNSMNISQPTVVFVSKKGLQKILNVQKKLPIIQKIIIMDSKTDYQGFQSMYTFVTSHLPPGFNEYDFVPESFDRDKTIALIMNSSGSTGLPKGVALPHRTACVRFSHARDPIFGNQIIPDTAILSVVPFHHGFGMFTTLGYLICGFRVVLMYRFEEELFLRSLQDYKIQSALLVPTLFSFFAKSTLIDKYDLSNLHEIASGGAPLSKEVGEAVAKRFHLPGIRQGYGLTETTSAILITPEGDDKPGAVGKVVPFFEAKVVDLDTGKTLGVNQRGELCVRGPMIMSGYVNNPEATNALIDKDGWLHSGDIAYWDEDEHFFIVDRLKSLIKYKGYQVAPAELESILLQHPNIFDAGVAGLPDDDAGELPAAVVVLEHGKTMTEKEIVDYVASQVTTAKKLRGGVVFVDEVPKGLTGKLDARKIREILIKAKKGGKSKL
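Purified P. pyralis luciferase (10nM final) with 10uM D-luciferin and 10uM ATP (Km levels) in 50mM Tris acetate pH 7.5, 10mM Mg acetate, 0.01% Tween-20, 0.05% BSA; qHTS 6-point titration, ~60 µM downward; luminescence read.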
VP16 counter: VP16 counterscreen qHTS for inhibitors of ROR gamma transcriptional activity. Drosophila S2 Gal4-VP16 UAS-luciferase, luminescence, 20 h. Potency, µM (top dose mostly 53.6 µM), inactives show at the top dose activity, negative = inhibition, actives largely listed as inhibitors. actives 3.5% (n = 310,000). AID 2546, 2010;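 note: Gal4-VP16 expression switched on by copper sulfate through the metallothionein promoter; potency is the fitted concentration of half-maximal effect; % is set by controls: 0 for no effect and ±100 for the full control effect; nearly all actives have a fitted effect of over 50% in size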
RORgamma inh: qHTS for inhibitors of ROR gamma transcriptional activity | Nuclear receptor ROR-gamma (Mus musculus), P51450 | Drosophila S2 Gal4-RORgamma UAS-luciferase reporter, 20 h | Potency, µM (doses to about 53.6 µM), inactives show at the top dose activity change, negative = inhibition, actives largely listed as inhibitors | actives 5.4% (n = 310,000) | AID 2551, 2010; note: potency is the fitted concentration of half-maximal effect; % is set by controls: 0 for no effect and ±100 for the full control effect; nearly all actives have a fitted effect of over 60% in size
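ROR gamma transcriptional activity was tracked as Gal4-UAS luciferase output in stably transfected Drosophila Schneider cells, with compound added 1 hr before 700 uM copper sulfate induction and a 20 hr ambient-temperature incubation.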
KCNH2 3.1 block: qHTS for Inhibitors of KCHN2 3.1: Mutant qHTS | Potassium voltage-gated channel subfamily H member 2, brain isoform KCNH2 3.1 (human) | U2OS KCNH2 3.1, thallium flux FluxOr; active compounds read low | activity change, % (tested at about 1.8 µM) | actives 0.95% (n = 340,000);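 active = maximum activity change below -70%; inconclusive = maximum activity change from -70% to -50%; inactive = maximum activity change above -50%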;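 note: thallium influx rate constant from kinetic fluorescence after stimulation buffer; % is set by controls: 0 for no effect and ±100 for the full control effect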
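Steps: virus added to U2OS suspension (4 h, RT, dark); medium with 10% FBS added, cells plated, 37 C overnight; FluxOr/Red40 loading buffer 45 min RT; stimulation buffer, 2 min kinetic read; rate constant normalized.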
FBPA coupling cs: qHTS Assay for Inhibitors of Fructose-1,6-bisphosphate Aldolase from Giardia Lamblia: Coupling assay counterscreen; coupling enzyme system counterscreen, AmpLite Red fluorescence; activity change, negative = inhibition, % at 58.2 µM, hits read low; actives 0.67% (n = 290,000); in the data active = activity change below about -30%; note: % is set by controls: 0 for no effect and ±100 for the full control effect
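Final compound at 57.5 uM, incubated 10 min at RT with coupling enzyme reagent (glyceraldehyde-3-phosphate), then 20 min with substrate and AmpLite Red detection. Fluorescence read at 525/598 nm; tests interference with the coupling assay, not aldolase inhibition.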
NPC1 prom act: qHTS Assay for NPC1 Promoter Activators; Huh7 NPC1 promoter luciferase reporter, 24 h; actives 2.4% (n = 320,000); Potency, µM (doses to about 9.22 µM), without a hit: at the top dose activation, usual class: activators;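 note: potency is the fitted concentration of half-maximal effect; % of control where 0% means no effect; nearly all actives have a fitted effect of over 60% in size; reporter is driven by a mutant NPC1 promoter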
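Huh7 cells stably carrying NPC1 promoter–luciferase, plated in Opti-MEM with 10% FBS for 2 h, were exposed to compound in DMSO for 24 h at 37 °C; luciferase reagent was added for 10 min and luminescence read.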
Giardia kill: Small Molecules that selectively kill Giardia lamblia: qHTS; Giardia lamblia trophozoite viability; activity change, % at 7.66 µM, hits read low; actives 0.15% (n = 340,000); AID 540267, 2011; in the data active = activity change below about -80%; inconclusive = between about -30% and that limit;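 note: parasites exposed to compound for two days anaerobically before the ATP read; % is set by controls: 0 for no effect and ±100 for the full control effect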
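Media and compound were dispensed first, then trophozoites at 100 cells/well; plates sat 48 hrs at 37 deg C without oxygen before ATP luminescence reagent was added and read after 15-30 min at room temperature.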
uPA surface inh: qHTS for Inhibitors of Cell Surface uPA Generation; cell surface uPA generation assay, qHTS; Potency, µM (titrated, usually from 38.3 µM), inactives show top-dose activity change, negative = inhibition, most hits filed as inhibitors; actives 0.31% (n = 330,000); active = well fitted inhibition curve with a large enough effect; inconclusive = small, poorly fitted or top-dose-only effect; inactive = no such curve, though single readings can be large or run the other way; tested in mouse RAW 264.7 cells; note: potency is the fitted concentration of half-maximal effect; % is set by controls: 0 for no effect and ±100 for the full control effect; nearly all actives have a fitted effect of over 55% in size
ELG1 genotoxic: qHTS screen for small molecules that induce genotoxicity in human embryonic kidney (HEK293T) cells expressing luciferase-tagged ELG1; HEK293T ELG1-luciferase reporter, luminescence, 16 h; Potency, µM (doses to about 46 µM), inactives show at the highest dose activity change, positive = activation, hits mostly activators; actives 1.3% (n = 330,000); AID 504466, 2011; note: potency is the fitted concentration of half-maximal effect; % of control where 0% means no effect; nearly all actives have a fitted effect of over 60% in size
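16 hr compound incubation (37 °C, 5% CO2) of HEK293T cells carrying luciferase-tagged ELG1; luciferase then measured by ONE-Glo luminescence after 30 min at RT.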
Rab9 prom act: qHTS Assay for Rab9 Promoter Activators. AID 485297, 2010. actives 2.8% (n = 320,000). Huh7 Rab9 promoter-luciferase reporter, luminescence, 24 h. Potency, µM (highest dose often 9.22 µM), inactives show at the top dose activation, negative = inhibition, actives largely listed as activators; note: potency is the fitted concentration of half-maximal effect; % of control where 0% means no effect; nearly all actives have a fitted effect of over 60% in size
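Luminescence from Amplite-detected luciferase (10 minutes, ambient) reports Rab9 promoter activation. Before that, stable Rab9-luciferase Huh7 cells (1500/well, reduced-serum OP-MEM I plus 10% FBS) were exposed to compound for 24 hours at 37C.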
Tb PFK inh: qHTS Assay to Find Inhibitors of T. brucei phosphofructokinase. ATP-dependent 6-phosphofructokinase (Trypanosoma brucei brucei), O15648. Potency, µM (doses to about 57.5 µM), without a hit: at the top dose activity, negative = inhibition, most hits filed as inhibitors. actives 0.17% (n = 330,000). T. brucei PFK, ADP-Glo luminescence;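 note: potency is the fitted concentration of half-maximal effect; 0% = uninhibited 1x PFK enzyme wells and -100% = no-enzyme wells; nearly all actives have a fitted effect of over 60% in size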
Target sequence (O15648 whole entry, looked up): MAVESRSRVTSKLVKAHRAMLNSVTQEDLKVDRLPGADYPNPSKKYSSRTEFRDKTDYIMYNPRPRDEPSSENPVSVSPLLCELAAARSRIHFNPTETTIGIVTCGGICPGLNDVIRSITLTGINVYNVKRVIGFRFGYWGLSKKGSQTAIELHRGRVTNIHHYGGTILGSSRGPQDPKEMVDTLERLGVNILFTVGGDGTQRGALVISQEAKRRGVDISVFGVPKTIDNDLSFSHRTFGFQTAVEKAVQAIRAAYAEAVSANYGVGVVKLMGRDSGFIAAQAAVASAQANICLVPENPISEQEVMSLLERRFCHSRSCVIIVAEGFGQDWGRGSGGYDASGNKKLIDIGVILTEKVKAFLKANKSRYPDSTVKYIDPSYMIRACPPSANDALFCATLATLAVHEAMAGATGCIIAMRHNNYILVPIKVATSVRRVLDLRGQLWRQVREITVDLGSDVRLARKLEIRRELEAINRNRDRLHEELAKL
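Luminescent ADP detection (ADP-Glo, two-step: ATP depletion then ADP-to-ATP conversion for luciferase) reported PFK activity after 45 min room-temperature reaction of 1.25 nM enzyme with 0.5 mM F6P and 0.1 mM ATP at pH 8.0.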
The depositor's hits bear a star; ? = inconclusive; / = no result given; [ ] = another dose, or the depositor's remark. Unless noted, calls come from the whole dose curve; as a rule, active = well fitted curve in the direction sought with a large enough effect; inconclusive = small, poorly fitted or top-dose-only effect, or another doubt; inactive = no such curve, though single readings can be large; an effect the other way counts as inactive or inconclusive.

Results follow in this order: FLuc modulator	VP16 counter	RORgamma inh	KCNH2 3.1 block	FBPA coupling cs	NPC1 prom act	Giardia kill	uPA surface inh	ELG1 genotoxic	Rab9 prom act	Tb PFK inh
O=C(NC1CCS(=O)(=O)C1)c1cccc(Cl)c1 (stereo not given)
    4%	/	/	7	/	-7%	17	4%	2%	-4%	-3%
COc1ccccc1/C=C/C(=O)OCC(=O)Nc1ccccc1Sc1ccccc1
    4%	6%	0%	-11	0	0%	5	2%	-1%	0%	0%
Cc1ccc(C)c(S(=O)(=O)N2CCN(C(=O)c3cccnc3)CC2)c1
    1%	-3%	22%	5	0	0%	8	-4%	-5%	9%	-11%
Cc1ccc(C(=O)OCN2C(=O)c3ccccc3C2=O)cc1S(=O)(=O)N1CCOCC1
    2%	/	/	-1	/	-2%	-5	-3%	-2%	3%	-6%
CC(OC(=O)CCc1ccccc1)C(=O)Nc1ccc(Cl)cn1 (stereo not given)
    2%	/	/	4	/	-3%	14	2%	-2%	-3%	-5%
CCC(CC)c1nn2c(N)c(/C=C3\C=Nc4ccccc43)c(=O)nc2s1
    5%	2%	-22%	-1	0	1%	36[activator]	2%	-1%	-8%	2%
COC(=O)c1cc(Cl)cc2c(C)c(C3(O)CCCCC3)[nH]c12
    -1%	1%	-11%	-3	3	2%	9	-8%	0%	-1%	-5%
Cc1cc(-c2ccccc2)c2c(=O)[nH][nH]c2n1
    0%	?	25%	5	4	-1%	6	-2%	-3%	-4%	-3%
COc1cc(OC)c(OC)cc1CNC(=O)CCN1C(=O)c2cccc([N+](=O)[O-])c2C1=O
    -1%	1%	19%	-6	-2	-2%	3	1%	2%	3%	0%
COc1ccc(NC2CCCN(C(=O)c3ccc4nc(C)c(C)nc4c3)C2)cc1OC (stereo not given)
    -1%	2%	-1%	-3	-6	-1%	-5	7%	4%	7%	-5%
N#CC1=C(N)Oc2c(ccc3cccnc23)C1c1cccnc1 (stereo not given)
    6%	-14%	7%	4	-1	-30%[inhibitor]	-8	-14%	0%	-14%	7%
Cc1ccc(SCC(=O)N(Cc2nc(-c3ccccc3)no2)C(C)C)cc1
    -2%[2.3 µM]	4%	1%	/	0	0%	10	-3%	-7%	-2%	18%
Cc1nn(CC(=O)N2CCC(N3CCCCC3)CC2)c(=O)c2c1sc1ccccc12
    1%	-1%	-23%	13	-1	2%	5	?	1%	6%	1%
CC(C)N1C(=O)CC2(CC[N+](C)(CCOC(=O)C(c3ccccc3)c3ccccc3)CC2)C1=O (stereo not given)
    3%	-5%	2%	2	6	-5%	-11	5%	1%	0%	26%
CCc1nc2ccccc2c(C(=O)Nc2ccc(F)cc2)c1C
    4%	-11%	7%	-9	2	1%	-18	16%	13%	0%	2%
CC(=O)c1cc(C)ccc1OC(=O)CN1C(=O)c2ccccc2C1=O
    -7%	9%	-16%	0	1	-3%	9	8%	1%	0%	2%
COc1cccc(-c2nc(N3CCCCC3C)c3ccccc3n2)c1O (stereo not given)
    0%	-1%	-14%	-4	0	1%	7	-13%	-12%	2%	0%
O=C(NCc1ccccc1Cl)C1CCN(S(=O)(=O)N2CCCCCC2)CC1
    -2%	-5%	?	2	0	-3%	-13	/	-1%	-3%	2%
O=C1NN(c2ccccc2)C(=O)/C1=C/c1ccc(Sc2ccc(Cl)cc2)o1
    -18%	0%	18%	-15	-1	-9%	?	-2%	4%	-4%	1%
CSCCC(NC(=O)c1ccc([N+](=O)[O-])cc1Cl)C(=O)OCC(=O)C12CC3CC(CC(C3)C1)C2 (stereo not given)
    -17%	-2%	-14%	-4	0	2%	21	-12%	-2%	-1%	5%
O=C(COc1ccccc1Cl)N1CCN(c2ncccn2)CC1
    -3%	-19%	-8%	-23	-1	23%	5	/	-7%	15%	-6%
COc1ccc(CN2CCN(CC=C(C)C)C(CCO)C2)cc1Cn1cncn1 (stereo not given)
    -1%	-2%	5%	-2	1	0%	-10	0%	1%	-4%	-3%
O=C(N/N=C/C=C/c1ccc2c(c1)OCO2)c1ccc([N+](=O)[O-])cc1
    -10%	10µM*	2µM*	-5	0	-1%	11	4%	1%	-3%	-2%
CC(C)(C)SCCNC(=O)c1cccc([N+](=O)[O-])c1
    -18%	-4%	14%	3	1	12%	-18	4%	7%	0%	-6%
COc1ccccc1N1CCN(C(=O)c2cccc(Oc3ccccc3)c2)CC1
    1%	1%	16%	18	0	-1%	8	27%	-12%	0%	-1%
Cc1cc2oc(C(=O)NC3CCS(=O)(=O)C3)c(C)c2cc1C (stereo not given)
    -13%	3%	-1%	1	2	2%	3	-1%	9%	5%	12%
Cc1ccc(Nc2nc(COC(=O)COc3ccc(C=O)cc3)cs2)cc1
    2.7µM*	19%	-18%	-2	-10	?	-16	2%	?	?	-3%
CCN1CCN(C(=S)c2ccc(Cl)cc2)CC1
    ?	2%	-28%	-15	-54*	-3%	4	8%	-2%	-2%	11µM*
O=C(Nc1cccc(-c2ccc(F)cc2)c1)C1CCCN(C(=O)c2cscn2)C1 (stereo not given)
    ?	-11%	29%	3	/	-5%	0	-4%	-3%	-2%	-5%
O=C(c1c[nH]c2ccccc12)N1CCOCC1
    -3%	4%	-10%	-6	-6	6%	-3	-3%	3%	9%	-3%
Cc1cccc(OCC(=O)NC(=S)Nc2ccccc2N2CCOCC2)c1C
    0%	-14%	-24%	-23	0	-8%	-6	0%	1%	-1%	5%
O=C(NC1(C(F)(F)F)C(=O)Nc2c1c(=O)[nH]c(=O)n2-c1ccccc1)c1cccnc1 (stereo not given)
    5%	-5%	-8%	-8	-1	-2%	27	/	0%	-2%	1%
CSc1nc(N)nc2c1ncn2CC(=O)NCc1ccc2[nH]ccc2c1
    /	/	/	11	/	/	1	-4%	-6%	/	-5%
CCOc1ccc(NC(=O)C2CC(=O)OC2c2ccccc2)cc1 (stereo not given)
    -2%	-8%[10 µM]	9%	7	1	-2%	-1	2%	-3%	5%	2%
CC(C)CNC(=O)COCc1cc(-c2ccc3c(c2)OCO3)on1
    ?	23%	19%	-6	3	20%	-11	-2%	?	28%	0%
CN(C)CCSc1nnc(-c2ccccc2)o1
    ?	-10%	-41%	9	0	24%	16	0%	13µM*	30%	4%
COc1ccc(CC(=O)Nc2cc(C)c3c(=O)oc4ccccc4c3n2)cc1
    5%	-7%	?	1	1	-1%	-12	9%	7%	-5%	0%
O=C(C1CCCN(c2ncnc3c2nc2n3CCCCC2)C1)N1CCN(c2cccc(Cl)c2)CC1 (stereo not given)
    1%	-15%	?	-139*	0	-3%	-6	-12%	-4%[9.26 µM]	-2%	-28%
NC(=O)C1(N2CCCCC2)CCN(Cc2ccc(Br)cc2)CC1
    -1%	-13%	54%	-11	1	-3%	3	-12%	-12%	-19%	2%
C=CCn1c(NC(=O)c2ccc(C)cc2)c(C#N)sc1=N
    -13%	3%	3%	-5	0	0%	-9	12%	1%	-7%	-2%
CCc1cccc(CC)c1NC(=O)Cn1c(-c2ccc(F)cc2)noc1=O
    1%	-1%	0%	-4	5	-3%	15	-2%	0%	-11%	5%
CC(C)c1ccccc1NC(=S)N1CCN(S(=O)(=O)c2cccs2)CC1
    1%	1%	?	-12	0	-6%	-5	5%	-4%	16%	-3%
O=C(c1ccccc1Cl)N1CCC(n2cccc2)CC1
    1%	-14%	23%	-1	3	0%	-9	9%	0%	0%	0%
CC(=O)c1ccc(S(=O)(=O)NC2CC2)cc1
    -1%	-2%	23%	4	-1	0%	38[activator]	9%	2%	25%	6%
